Bioassay records deposited in PubChem BioAssay by National Center for Advancing Translational Sciences (NCATS).
EPAC1 ag = agonists of human EPAC1; O95398; AID 720707; EPAC1 agonist qHTS, biochemical assay; response scale: 100% = response to 6.5 mM cAMP; Potency, µM (series often up to 154 µM), for inactives: top-dose activation, usual class: activators; 0.073% of 360,000 active; also: potency is read from the fitted curve at half-maximal effect; nearly all actives have a fitted effect of over 60% in size
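Compounds were pinned as a concentration titration into mixtures of EPAC1 (100 nM), BODIPY-GDP-loaded Rap1B (250 nM) and GDP (50 uM). After 5 min at room temperature, fluorescence was followed for 30 min; activity was scaled to 6.5 mM cAMP.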
HEK293 tox = cytotoxic in the GLP-1 receptor inverse agonist counter-screen. 0.13% of 410,000 active. Potency, µM (top dose mostly 38.3 µM), without a hit: at the top dose activity change, negative = inhibition, most hits filed as inhibitors. HEK293 cAMP-luciferase reporter cells, luminescence, 24 h;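 also: loss of luciferase light is scored as toxicity; potency is read from the fitted curve at half-maximal effect; % is scaled to controls: 0 for no effect and ±100 for the full control effect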
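A 23 nL compound transfer followed 12 hours of cell culture at 37 deg C; exposure then lasted 24 hr. Luciferase assay detection reagent was dispensed and plates read for luminescence after a 12 min room-temperature wait.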
GLP1R ag = activates the human GLP-1 receptor | P43220 | HEK293 GLP-1R CRE-luciferase, luminescence, 4-6 h; cells express a hypersensitive GLP-1R form | Potency, µM (top dose mostly 45.6 µM), without a hit: at the top dose activation, hits mostly activators | 0.007% of 380,000 active | AID 624172; also: potency is read from the fitted curve at half-maximal effect; % of control where 0% means no effect
Target sequence (P43220 whole entry, looked up): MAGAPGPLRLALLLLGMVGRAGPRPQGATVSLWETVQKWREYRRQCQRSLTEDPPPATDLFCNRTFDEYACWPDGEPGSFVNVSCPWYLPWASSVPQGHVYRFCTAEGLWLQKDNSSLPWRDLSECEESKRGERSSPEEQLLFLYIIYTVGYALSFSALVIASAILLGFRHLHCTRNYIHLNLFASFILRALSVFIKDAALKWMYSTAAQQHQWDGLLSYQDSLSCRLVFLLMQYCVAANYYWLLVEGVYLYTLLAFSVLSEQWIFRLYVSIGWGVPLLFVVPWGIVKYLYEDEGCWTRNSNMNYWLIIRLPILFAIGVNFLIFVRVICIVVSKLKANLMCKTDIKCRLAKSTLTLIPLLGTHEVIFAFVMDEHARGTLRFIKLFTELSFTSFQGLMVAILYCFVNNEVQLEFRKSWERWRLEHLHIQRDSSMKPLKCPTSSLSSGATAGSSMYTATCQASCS
PI5P4Ka inh = inhibitors of human PI5P4K alpha; 1.2% of 330,000 active; P48426; max response, %; PI5P4Kalpha enzyme, ADP-Glo luminescence, 60 min; active compounds read low; AID 652105; active = max response of -50% or lower; inconclusive = between -30% and -50%; inactive = -30% or higher; also: value at the top dose of about 77 µM; % is scaled to controls: 0 for no effect and ±100 for the full control effect
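PI5P4Kalpha ADP-Glo assay; 5 microM ATP final; 60 min RT reaction; HEPES pH 7.4/EGTA/CHAPS, 5% DMSO; controls lacking substrate or enzyme; luminescent end-point.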
GLP1R inv ag = GLP-1 receptor (human) inverse agonism | P43220 | Potency, µM (top dose mostly 38.3 µM), for the others: at the top dose activity change, negative = inhibition, usual class: inhibitors | 1.6% of 410,000 active | AID 624417 | HEK293 GLP-1R CRE-luciferase, luminescence, 24 h; GLP-1R form is constitutively active; also: potency is read from the fitted curve at half-maximal effect; % is scaled to controls: 0 for no effect and ±100 for the full control effect; nearly all actives have a fitted effect of over 55% in size
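HEK293 cells stably co-expressing constitutively active GLP-1R and a cAMP-responsive luciferase reporter were seeded in DMEM with 10% Nu serum, given compounds after 12 h, and incubated 24 h at 37 deg C. Luminescence was then read.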
EPAC1 antag = blocks human EPAC1 exchange factor. EPAC1 GEF assay, Rap1b-BODIPY-GDP exchange fluorescence. Potency, µM (highest dose often 115 µM), for the others: at the highest dose activity change, negative = inhibition, hits mostly inhibitors. 0.14% of 360,000 active;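 also: potency is read from the fitted curve at half-maximal effect; plate controls were vehicle for no effect and positive control for full effect; nearly all actives have a fitted effect of over 50% in size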
IL2 activator = IL-2 activation; 0.065% of 360,000 active; IL-2 activation reporter assay, cell-based qHTS; stimulated with anti-CD3/CD4/CD28 beads; in transgenic mouse T cells; activation, % (series mostly up to about 46 µM); AID 652025; in the data active = activation above about 50%; inconclusive = mostly about 30% to 49%; also: 0% is about no effect
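Quantitative HTS in unstimulated transgenic mouse T cells, with memory T cells as non-tolerant control and PMA/ionomycin as tolerance-bypass control. Compound pretreatment lasted 60 minutes before 18 h bead stimulation; EGFP/DsRed fluorescence read.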
PLK1 PBD inh = inhibitors of human PLK1 polo-box domain binding | P53350 | Potency, µM, for the others: max response, negative = inhibition, hits mostly inhibitors | 2.8% of 360,000 active | Plk1 PBD binding of FITC phosphopeptide, fluorescence polarization; also: potency is read from the fitted curve at half-maximal effect; series mostly up to about 57 µM; % is scaled to controls: 0 for no effect and ±100 for the full control effect; nearly all actives have a fitted effect of over 65% in size
PTHR1 ag = PTHR1 (human) receptor agonism; Q03431; HEK293 GP2 PTHR1 cells, GloSensor cAMP luminescence, 1 h; Potency, µM (series often up to 115 µM), inactives show top-dose activation, hits mostly activators; 0.075% of 410,000 active; also: potency is read from the fitted curve at half-maximal effect; nearly all actives have a fitted effect of over 55% in size; some results filed as inactive show a strong effect at the top dose; inactives centre near -15; many of its hits are not listed in these tables
Target sequence (Q03431 whole entry, looked up): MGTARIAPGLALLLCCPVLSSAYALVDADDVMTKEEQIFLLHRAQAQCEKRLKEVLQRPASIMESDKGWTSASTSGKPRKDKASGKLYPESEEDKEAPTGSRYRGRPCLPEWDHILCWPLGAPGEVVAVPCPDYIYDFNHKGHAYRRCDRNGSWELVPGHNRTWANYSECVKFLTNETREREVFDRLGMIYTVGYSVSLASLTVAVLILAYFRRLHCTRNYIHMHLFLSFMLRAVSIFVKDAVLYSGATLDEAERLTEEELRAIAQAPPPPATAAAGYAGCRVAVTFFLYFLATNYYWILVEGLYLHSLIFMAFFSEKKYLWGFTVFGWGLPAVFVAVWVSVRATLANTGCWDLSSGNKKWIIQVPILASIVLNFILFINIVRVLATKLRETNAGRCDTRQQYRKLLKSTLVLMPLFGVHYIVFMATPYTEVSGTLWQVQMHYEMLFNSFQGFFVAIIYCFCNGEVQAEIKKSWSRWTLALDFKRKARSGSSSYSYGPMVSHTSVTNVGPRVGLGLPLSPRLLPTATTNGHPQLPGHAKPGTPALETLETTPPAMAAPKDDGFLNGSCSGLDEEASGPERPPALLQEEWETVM
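HEK-293-derived GP2 cells expressing PTHR1 and a GloSensor cAMP reporter, 3,000/well, plated overnight, given luciferin plus IBMX (each 0.5 mM as added) for 1 h at 37 °C, then compound for 1 h at 37 °C. Luminescence was read after 15 min at room temperature.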
* hit, by the source's call; i = inactive; ? = inconclusive; . = no result given; [ ] = another dose, or the depositor's remark. Unless noted, calls follow the shape of the dose curve; as a rule, active = well fitted curve in the direction sought with a large enough effect; inconclusive = small, poorly fitted or top-dose-only effect, or another doubt; inactive = no such curve, though single readings can be large; an effect the other way counts as inactive or inconclusive.

item | mol | EPAC1 ag | HEK293 tox | GLP1R ag | PI5P4Ka inh | GLP1R inv ag
1 | O=C(O)CCSCC(=O)Nc1c(C(=O)C2CC2)oc2ccccc12 | -6% | -17% | 1% | -9 | 1%
2 | Cc1ccc(-c2nc3ccccn3c2C=O)cc1 | -4% | -16% | 16% | -10 | 6%
3 | Cc1cc([N+](=O)[O-])nn1CCC(=O)Nc1nccs1 | 5% | 2% | 0% | 8 | 2%
4 | CCCCCCc1ccc(N2C[C@H](CCCCC)[C@@H](CC(=O)NCc3ccccc3)C2=O)cc1 | -3% | 6% | -4% | 16 | 4.5µM*
5 | S=C(NCCc1cccc(Cl)c1)NC1CCCCC1 | -6% | ? | 0% | 2 | ?
6 | CCC(=O)N1c2ccc(S(=O)(=O)N3CCCCCC3)cc2CC1C (stereo not drawn) | . | -5% | 1% | . | 11%
7 | COc1ccc(NC(=O)CC2C(=O)N(Cc3cccs3)C(=S)N2C(C)C)cc1 (stereo not drawn) | -1% | -6% | 10% | 3 | ?
8 | COc1ccc(C2C(C(C)=O)=C(O)C(=O)N2c2ccc(F)cc2)cc1 (stereo not drawn) | 2% | -1% | -1% | -4 | -15%
9 | COc1ccccc1CNC(=O)CCNC(=O)Cn1cnc2ccccc2c1=O | 0% | -8% | -9% | 6 | 11%
10 | O=C(O)CC(C(=O)O)c1ccc(OCCCCOc2ccc(C(CC(=O)O)C(=O)O)cc2)cc1 (stereo not drawn) | 13% | -21% | -1% | 1 | 23%
11 | CCCCn1c(SCC2CCCCO2)nc2cc(S(N)(=O)=O)ccc21 (stereo not drawn) | -5% | -16% | 15% | 2 | 15%
12 | CC1CCN(CCC(=O)NN)CC1 | 13% | -3% | 9% | 0 | 5%
13 | Cc1nn(CC(=O)NC2(C#N)CCCCC2)c(C)c1[N+](=O)[O-] | -11% | -10% | -8% | 4 | -9%
14 | CCC(=O)c1ccc(OCC(=O)OCC(=O)N2CCCc3ccccc32)cc1 | 1% | 5% | -2% | 2 | 38%[activator]
15 | Cc1nn(C)c(Cl)c1C(=O)NC(C(=O)O)c1ccccc1 (stereo not drawn) | 0% | -7% | 0% | -4 | 5%

item | EPAC1 antag | IL2 activator | PLK1 PBD inh | PTHR1 ag
1 | -4% | 1.4 | -4% | i
2 | -8% | 0.4 | -16% | -33%[inhibitor]
3 | -26% | 1.3 | -14% | i
4 | -22% | -4.9 | -3% | -37%[inhibitor]
5 | -18% | -3.0 | -13% | -68%[inhibitor]
6 | . | . | . | -36%[inhibitor]
7 | -21% | 3.6 | 3% | -3%
8 | 11% | -0.8 | -8% | ?
9 | -7% | -0.4 | -1% | i
10 | 6% | 0.9 | -5% | -22%
11 | -2% | -2.8 | -7% | -1%[57.5 µM]
12 | -18% | 1.3 | 1% | -8%
13 | -21% | 1.6 | -3% | -5%
14 | 6% | -3.2 | -5% | -8%
15 | -1% | -0.3 | -10% | -7%

Additional results
item | mol | EPAC1 ag | HEK293 tox | GLP1R ag | PI5P4Ka inh | GLP1R inv ag
16 | CCCSc1nnc(NC(=O)CSc2nc3[nH]c(=O)cc(O)c3s2)s1 | -11% | 1% | -7% | -72* | 14%
17 | COc1ccccc1CNC(=O)CC12CC3CC(CC(Br)(C3)C1)C2 | 1% | -7% | 0% | -9 | -19%
18 | COc1ccc(C2=NS(=O)(=O)N(C)C(C(=O)N3CCCCC3)=C2)cc1 | 3% | 4% | 3% | -12 | 1%
19 | CCOc1ccc(N2C(=O)Nc3ccc(Br)cc3C2(O)C(=O)NCCCN(C)C)cc1 (stereo not drawn) | -2% | -3% | 7% | 3 | 2%
20 | O=C(c1ccccc1)N1CCCCC(S(=O)(=O)c2ccccc2)C1=O (stereo not drawn) | 2% | -2% | 0% | . | 0%
21 | O=C(COc1ccccc1)Nc1ccc(N2CCN(C(=O)c3ccco3)CC2)cc1 | 3% | 8% | 6% | -1 | 14%
22 | COc1ccc(Br)cc1CN1CCC(N2CCCC2)CC1 | -7% | -8% | 0% | 5 | -28%
23 | Nc1cc(C(=O)OCC(=O)c2ccc(CC(=O)N3CCOCC3)s2)ccc1Cl | 5% | -14% | 6% | -52* | 10%
24 | COCCN1C(=O)c2ccc(C(=O)O)cc2C1=O | 2% | -2% | -14% | . | -1%
25 | CCCCCC(=O)N/N=C/c1ccc(N(C)C)cc1 | 3% | -4% | 3% | 1 | 0%
26 | COc1ccc(S(=O)(=O)N(C)C[C@H]2Oc3c(NC(=O)NC(C)C)cccc3C(=O)N([C@H](C)CO)C[C@@H]2C)cc1 | 11% | 3% | 0% | 4 | 0%
27 | CC1(C)CC(=O)C2=C(C1)NC1=C(C(=O)c3ccccc31)C2c1ccc(O)cc1 (stereo not drawn) | -5% | ? | 22% | 0 | 112%[activator]
28 | CC(=O)N1CSCC1C(=O)N1CCN(c2ccc(N3CCOCC3)nn2)CC1 (stereo not drawn) | -9% | -1% | -3% | -5 | 0%
29 | O=C(CCn1[nH]c(=O)c2ccccc2c1=O)N1CCOCC1 | 9% | -8% | -4% | -1 | 1%
30 | COC1=CC(=O)CC(C)C12Oc1cc(OC)cc(OC)c1C2=O (stereo not drawn) | -1% | -2% | -2% | -9 | 6%

item | EPAC1 antag | IL2 activator | PLK1 PBD inh | PTHR1 ag
16 | 4% | -0.3 | -9% | -2%
17 | -20% | 0.0 | -4% | i
18 | -13% | -3.8 | 0% | -8%
19 | -3% | 0.1 | 0% | -11%
20 | 16% | 4.1 | -1% | -13%
21 | -17% | -1.6 | -12% | i
22 | 4% | 0.2 | 4% | -15%
23 | -11% | 0.1 | -14% | -43%[inhibitor]
24 | 2% | 3.3 | -5% | i
25 | 1% | 1.0 | -6% | -7%
26 | 1% | -0.6 | -8% | -6%
27 | -19% | -0.7 | -20% | -24%
28 | 4% | 0.2 | -10% | i
29 | -1% | 0.0 | -10% | -3%[57.5 µM]
30 | 8% | 1.9 | -4% | i

Just EPAC1 antag and GLP1R ag (4 entries from above):
cpd | structure | EPAC1 antag | GLP1R ag
4 | CCCCCCc1ccc(N2C[C@H](CCCCC)[C@@H](CC(=O)NCc3ccccc3)C2=O)cc1 | -22% | -4%
23 | Nc1cc(C(=O)OCC(=O)c2ccc(CC(=O)N3CCOCC3)s2)ccc1Cl | -11% | 6%
3 | Cc1cc([N+](=O)[O-])nn1CCC(=O)Nc1nccs1 | -26% | 0%
22 | COc1ccc(Br)cc1CN1CCC(N2CCCC2)CC1 | 4% | 0%

Further records
item | mol | EPAC1 ag | HEK293 tox | GLP1R ag | PI5P4Ka inh | GLP1R inv ag
31 | CN1CCN(c2ccc(-c3cccc(NC(=O)COc4ccc(Cl)cc4Cl)c3)nn2)CC1 | 3% | -27% | 14% | -4 | ?
32 | C[C@@H]1CN([C@@H](C)CO)C(=O)CCCn2nncc2CO[C@@H]1CN(C)C(=O)Cc1ccccc1 | -9% | 3% | 6% | -8 | 9%
33 | COCCCN(C(=O)Nc1ccccc1)C(C)c1ccncc1 (stereo not drawn) | -1% | 1% | -2% | -1 | 12%
34 | Cc1n[nH]c(=O)c2ccccc12 | -3% | -16% | -4% | -6 | 9%
35 | O=c1oc(-c2cccs2)nc2ccc(Br)cc12 | 7% | 3% | -6% | . | 0%
36 | COCCNC(=O)c1cc2sccc2n1C | 6% | -8% | -8% | -1 | 10%
37 | COc1ccc(OCC(=O)NNC(=O)c2cccc(S(=O)(=O)N(C)C)c2)cc1 | 7% | 10% | 1% | 7 | 8%
38 | Cc1cccc(C)c1NC(=O)C(CCc1ccccc1)N1CCN(C)CC1 (stereo not drawn) | 13% | -11% | . | 11 | -22%
39 | N#CC1(NC(=O)CSc2nncn2-c2ccccc2F)CCCC1 | -1% | -27% | -8% | -4 | 1%
40 | CC1(C)CC(=O)C(C(=O)CCCCC(=O)C2C(=O)CC(C)(C)CC2=O)C(=O)C1 | 4% | -6% | -2% | . | 0%
41 | O=C(COC(=O)c1ccc(F)cc1)Nc1cc(S(=O)(=O)N2CCOCC2)ccc1N1CCCC1 | 4% | 0% | 6% | -10 | -3%
42 | Cc1ccc(C)c(S(=O)(=O)N2CCN(C(=O)Cc3c(F)cccc3Cl)CC2)c1 | 12% | 3% | 5% | 0 | ?
43 | CCCCN(CC)C(=O)CSc1nc2c(sc(=S)n2-c2ccc(OCC)cc2)c(=O)[nH]1 | 13% | -17% | 8% | -20 | -24%
44 | Cc1ccc(NC(=O)C2CC(=O)N(c3ccc4c(c3)OCCO4)C2)cc1S(=O)(=O)N(C)C (stereo not drawn) | 5% | 3% | -7% | -10 | -19%
45 | COc1ccc(OC)c(CCNC(=O)CSc2ccsc2[N+](=O)[O-])c1 | 8% | -26% | -1% | -55* | 1%

item | EPAC1 antag | IL2 activator | PLK1 PBD inh | PTHR1 ag
31 | -16% | -0.4 | 2% | -24%
32 | 7% | -2.2 | 5% | -24%
33 | -4% | -2.5 | -2% | -8%
34 | 10% | -1.8 | 2% | i
35 | -4% | -0.4 | -5% | -1%[57.5 µM]
36 | -9% | 1.5 | -18% | 0%
37 | 15% | 0.5 | -16% | -9%
38 | -3% | 2.4 | -10% | -12%
39 | -6% | -0.2 | 2% | i
40 | -6% | -3.3 | 3% | -20%[57.5 µM]
41 | 2% | -0.4 | 7% | -5%
42 | 1% | 0.5 | -7% | -39%[inhibitor]
43 | 5% | -0.4 | -21% | -23%
44 | 8% | -3.9 | 0% | -26%
45 | -4% | 0.3 | -22% | -8%

A portion of the library, so the mix of outcomes need not match the whole.
